# CHO parental Ca: signal in parental CHO cells, OX1R antagonist counter-screen | parental CHO-K1, ATP-induced calcium, Fluo-8 fluorescence | inhibition, % at 5.6 µM | 0.63% of 330,000 active | AID 463079;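 active means inhibition above that plate's mean sample inhibition plus 3 SD, cut at about 26% in these data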;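 further: 0% = ATP-challenged DMSO wells and 100% = DMSO wells without ATP; some compounds past the cut are filed as inactive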
#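 Test system: parental CHO cells; detection: calcium-sensitive Fluo-8 fluorescence; evaluation: percent inhibition of calcium signal; also added: ATP as calcium-mobilizing challenge; repeats: one well per compound; control set: ATP-challenged DMSO wells low, unchallenged DMSO wells high; compound: single nominal dose of 5.6 µM per compound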
# M1 antag: blocks human M1 muscarinic receptor; CHO-K1 hM1, Fluo-8 calcium fluorescence, ACh EC80 antagonist; inhibition, % at 3 µM; 1.3% of 360,000 active; AID 588852;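 active means percent inhibition above its own plate's cutoff, namely the mean of that plate's compound wells plus 3 SD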;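 further: peak over basal fluorescence ratio during 140 s after agonist addition; 0% = ACh EC80 plus DMSO and 100% = DMSO alone without agonist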
# M1 PAM parental: counter-screen for M1 PAMs: effect in parental CHO-K1 cells. 0.02% of 360,000 active. activation, % at 3 µM. ATP EC20, Fluo-8 calcium fluorescence; 0% at ATP EC20, 100% at ATP max;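 active means activation above the run cutoff, the mean activation of all test compounds plus 3 SD, cut at about 40% in these data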;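 further: peak over basal fluorescence ratio in a 140 s read after ATP addition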
# TAAR1 agonist: human TAAR1 agonism | Q96RJ0 | CHO RD-HGA16 TAAR1, Fluo-8 calcium fluorescence; vehicle wells 0%, saturating PEA agonist 100% | activation, % at 3 µM | 0.99% of 360,000 active | AID 624467;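 active means activation above the mean activation of all test compounds in the run plus 3 SD, cut at about 38% in these data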
# Target sequence (Q96RJ0 whole entry, looked up): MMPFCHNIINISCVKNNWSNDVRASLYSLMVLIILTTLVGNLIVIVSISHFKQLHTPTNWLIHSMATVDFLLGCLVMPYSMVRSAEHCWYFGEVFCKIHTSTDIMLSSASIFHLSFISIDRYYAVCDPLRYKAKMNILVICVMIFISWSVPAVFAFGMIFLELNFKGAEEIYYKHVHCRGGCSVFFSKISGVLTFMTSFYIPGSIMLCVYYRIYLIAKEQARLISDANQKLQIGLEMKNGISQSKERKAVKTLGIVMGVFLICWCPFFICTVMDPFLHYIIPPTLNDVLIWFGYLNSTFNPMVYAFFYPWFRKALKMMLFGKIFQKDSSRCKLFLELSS
#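 System: CHO-derived RD-HGA16 cells with stable Gα16 and human TAAR1 / Times: 17-24 h plating, Fluo-8 75 min 37 °C, 30 min RT / Technique: calcium-sensitive Fluo-8 signal, excitation 470-495, emission 515-575 nm / Measure: % activation relative to PEA EC100 response / Benchmarks: DMSO and PEA EC100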
# M1 ag: activates human CHRM1 receptor | activation, % at 3 µM | AID 588814 | 0.33% of 360,000 active | CHO-K1 hM1, Fluo-8 calcium fluorescence, agonist mode; 0% DMSO, 100% acetylcholine EC100 | P11229;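 active means activation above the run's mean compound activation plus 3 SD, cut at about 16% in these data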;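 further: peak over basal fluorescence ratio within a 140 s kinetic read after compound addition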
# OXTR potentiate: potentiates the human oxytocin receptor response; P30559; CHO-OTR cells, Fluo-8 calcium fluorescence, potentiator mode; 0% = oxytocin EC15, 100% = EC100; activation, % at 3 µM; 0.061% of 320,000 active; AID 2445;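 active means activation above that plate's cutoff, the mean activation of tested compounds plus 3 SD, cut at about 6.6% in these data, passing the limit was not always enough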;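 further: 100% uses oxytocin at 75 nM as the full agonist control; some results filed as inactive read as strong as hits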
# Target sequence (P30559 whole entry, looked up): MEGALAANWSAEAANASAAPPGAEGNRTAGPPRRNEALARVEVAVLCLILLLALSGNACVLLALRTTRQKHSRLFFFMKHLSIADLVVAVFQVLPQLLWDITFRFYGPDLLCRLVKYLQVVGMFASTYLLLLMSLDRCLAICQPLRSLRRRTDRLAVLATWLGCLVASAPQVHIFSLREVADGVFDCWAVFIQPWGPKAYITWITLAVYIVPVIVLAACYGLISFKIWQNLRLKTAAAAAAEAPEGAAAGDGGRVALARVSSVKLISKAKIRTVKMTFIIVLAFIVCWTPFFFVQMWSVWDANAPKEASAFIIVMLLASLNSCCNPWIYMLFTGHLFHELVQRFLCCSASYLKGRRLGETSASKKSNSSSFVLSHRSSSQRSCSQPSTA
#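 Assay system: CHO cell line stably expressing human OTR. Reagent: EC15 oxytocin agonist. Dosing: single dose, 3.0 µM nominal final compound concentration. Timing: compound 6 min at room temperature before oxytocin, 100 s read. Signal: kinetic Fluo-8 calcium fluorescence. Controls: oxytocin EC15 low and EC100 high.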
# M1 ag parental: M1 agonist counterscreen hit in parental CHO-K1 cells; Fluo-8 calcium fluorescence; scaled to maximal ATP response, vehicle zero; 0.48% of 360,000 active; activation, % at 3 µM; in the data active means activation above about 15%;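 further: untransfected CHO-K1 host cells lacking M1 receptor as counterscreen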
# CHO-K1 Ca antag: counter-screen for M1 antagonists: effect in parental CHO-K1 cells; AID 602250; inhibition, % at 3 µM; ATP-induced calcium, Fluo-8 fluorescence; 0.6% of 360,000 active;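 active means inhibition above a per-plate cutoff, the plate's mean sample inhibition plus 3 SD, cut at about 24% in these data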;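 further: 0% = DMSO plus EC80 ATP and 100% = DMSO alone without ATP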
# TAAR1 antag: human TAAR1 antagonism | inhibition, % at 3 µM | 1.5% of 360,000 active | Q96RJ0 | CHO RD-HGA16 TAAR1, Fluo-8 calcium fluorescence, antagonist;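 active means inhibition above a per-plate cutoff, the mean inhibition of test compounds on that plate plus 3 SD, cut at about 49% in these data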;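 further: 0% = DMSO plus EC80 beta-PEA response and 100% = DMSO alone without agonist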
#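 System: RD-HGA16 CHO cells with stable hTAAR1 and Gα16 | Probe or stimulus: EC80 β-phenethylamine stimulus | Dosing: 3 µM, single point | Times: Dye loading 75 min at 37 °C, then 30 min room temperature | Measured by: Fluo-8 calcium-sensitive fluorescence | Read-out basis: % inhibition of agonist calcium response | Replicates: n of 1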
# * hit, by the source's call; · = no result given.
# Values run as follows: CHO parental Ca, M1 antag, M1 PAM parental, TAAR1 agonist, M1 ag, OXTR potentiate, M1 ag parental, CHO-K1 Ca antag, TAAR1 antag
Cc1cccc(C(=O)N2CCCC(N3CCN(Cc4ccc5c(c4)OCO5)CC3)C2)n1 (stereo not given)
  -15, 10, -32, 4, -7, 1, 0.2, 12, -10
Cc1ccc(OCCC(=O)NCCc2ccc(S(N)(=O)=O)cc2)cc1
  -4, 4, 21, 3, -5, 2, 0.6, -4, -4
COc1ccc(C(=O)C(C)Oc2cccc(NC(=O)c3cccc([N+](=O)[O-])c3)c2)cc1 (stereo not given)
  1, 20, 10, 10, 0, -7, 6.6, -8, 27
O=S(=O)(NCc1ccco1)c1ccc(Cl)cc1Cl
  -8, -9, -16, 3, -3, -4, 0.0, 4, -15
COCCNC(=O)C1(C)CCCN(C(=O)c2ccccc2F)C1 (stereo not given)
  ·, -21, 22, 1, 0, ·, 0.4, -10, -3
CC(C)NC(=O)CSCc1cccc(Br)c1
  -5, -3, 5, -1, -3, -5, 0.8, -25, 7
O=C(CSCc1ccc([N+](=O)[O-])cc1)N/N=C/c1ccncc1
  16, -7, 25, 2, -8, -4, 3.0, -8, 12
O=C(O)c1cccc2c1C(=O)c1ccc(N3CCCCC3)cc1S2(=O)=O
  3, 5, 20, 4, -3, 2, 3.1, -8, 20
O=c1ccc2cc(S(=O)(=O)NCCCc3ccccc3)ccc2[nH]1
  -2, 9, 6, 22, 4, -22, 8.5, -8, -22
CCC(C)C(=O)Nc1nnc(SCC(=O)NC(C)(C)C)s1 (stereo not given)
  0, -9, 11, 1, -4, -5, -0.4, -6, -2
Cc1coc2cc3oc(=O)c(CCC(=O)NCCCN4CCCC4=O)c(C)c3cc12
  -14, 11, -15, 2, -4, -4, 2.7, 10, 0
CS(=O)(=O)Nc1nnc(Cc2ccccc2)s1
  8, -5, 33, 5, -2, -5, 1.9, -24, -17
Cc1ccc(CN(C)C(=O)c2ccc(S(=O)(=O)N3CCCCCC3)cc2)o1
  ·, -12, 13, 1, -5, ·, 1.2, -7, -8
Cc1nn(CC(=O)Nc2ccc3c(c2)nc(CN2CCCCC2)n3C)c(=O)c2ccccc12
  -22, -19, 9, 0, -5, -3, -0.1, -2, -1
CC(OC(=O)c1ccc(NS(=O)(=O)c2ccc3[nH]c(=O)[nH]c3c2)cc1)C(=O)Nc1ccc(Cl)cc1 (stereo not given)
  -5, -12, -2, 3, -4, -2, -0.1, 9, 9
Cc1ccccc1-c1cc(-c2ccccc2O)on1
  -18, -8, 5, 4, -1, -6, -0.4, -3, 4
CCNC(=O)/C(C#N)=C/c1c(N2CCN(c3cccc(Cl)c3)CC2)nc2c(C)cccn2c1=O
  ·, 4, -6, 0, -3, ·, 0.1, 0, 11
O=C(NCc1ccco1)c1ccc(S(=O)(=O)N2CCOCC2)cc1
  -9, 13, 1, 0, -2, -11, -0.1, -6, 11
OC(CNC1CCCCC1)CON=C1CCSc2c(Cl)cccc21 (stereo not given)
  ·, 2, 18, 40*, 7, ·, 11, -16, 18
CNC(=S)N/N=C/c1c(C)nn(-c2ccccc2)c1Cl
  -5, 6, 14, 1, -4, -5, 3.3, -12, 6
CCN(CC)CC(O)CN(c1ccccc1)S(=O)(=O)c1ccc2ccccc2c1 (stereo not given)
  -23, -24, 9, 3, -9, -2, 1.0, -15, -9
O=C(Nc1ccccc1)N(CCCN1CCOCC1)Cc1ccccc1F
  -12, -15, 25, 1, -4, -6, 0.4, -14, -21
O=C(Nc1ccc(NC(=O)C2CCCN2C(=O)OCc2ccccc2)cc1)c1ccco1 (stereo not given)
  -5, -22, 3, 11, -3, -16, 2.4, 0, 1
CCN(CC)S(=O)(=O)c1cc(NC(=O)C(C)OC(=O)c2[nH]c(C)c(C(C)=O)c2C)ccc1C (stereo not given)
  -7, 8, 14, 3, -7, -9, 3.7, -7, 19
Cc1ccc(OCC(=O)Nc2ccc3c(c2)OCO3)c([N+](=O)[O-])n1
  5, -7, 20, 0, -8, 5, 0.8, -1, 11
COC(=O)Cc1c(C)c2ccc(OCC(=O)NC3CCS(=O)(=O)C3)cc2oc1=O (stereo not given)
  5, 12, -3, 3, -1, -8, 0.4, 2, -14
COc1cc(NC(=O)c2ccccc2)c(OC)cc1NC(=O)CN1C(=O)N(C)C2(CCCCC2)C1=O
  ·, -4, -2, 1, -1, ·, 1.3, 1, -13
C/C(=N\N1CCN(C2c3ccccc3-c3ccccc32)CC1)c1cccnc1
  -21, -22, 21, 12, 0, -4, 0.8, -2, -4
N#CCc1c(C#N)c(N)nc(N2CCCC(CO)C2)c1C#N (stereo not given)
  -14, 5, 14, 9, -6, 1, 6.7, -11, 24
O=C(c1cc2ccccc2c(=O)o1)N1CCc2ccccc2C1
  -6, -1, -4, 11, -1, -16, 0.1, 7, -8
CCO[C@@H]1OC(C(=O)N2CCN(Cc3ccccc3)CC2)=C[C@H](c2ccc(Br)cc2)[C@H]1CCCO
  -15, 12, 3, 13, -7, -13, 3.5, -3, 49*
Cc1cc(C=C2C(=O)c3ccccc3C2=O)c(C)n1C
  -8, 8, 23, 1, -3, -2, 1.1, -5, 8
Cc1ccc(S(=O)(=O)N2CCOCC2)cc1NC(=O)CSc1nccn1C
  -2, -7, 16, 1, -6, -5, 0.0, -5, -11
Cc1nc2ccccc2c(=O)n1C1CCCCCC1
  -8, -36, 18, 2, 0, -12, 0.2, -13, -1
O=C(Nc1ccccc1)c1cc(C2COCCN2C(=O)C2CC2)on1 (stereo not given)
  ·, -9, 19, 1, -5, ·, 0.6, -13, 3
CC1CCN(c2c(NCc3ccc(C(=O)NCc4cccnc4)cc3)c(=O)c2=O)CC1
  4, 7, 9, 0, -1, 1, 0.1, -9, -5
CN(C)c1ccc(-c2cc(O)c3ncccc3c2)cc1
  3, -9, 4, 1, -1, -1, 0.3, -11, -1
CN(CC(=O)Nc1ccccc1Cl)C(=O)CSc1nnc(-c2ccco2)n1C
  -13, -6, 9, -1, -4, 3, 0.0, -12, -30
C(=N\Nc1ccc(-n2ccnc2)nn1)/c1ccccc1
  1, -10, 22, 30, -3, -13, 3.8, -3, 9
CC(=O)c1ccc(NC(=O)CSc2n[nH]c(-c3cccnc3)n2)cc1
  -5, -7, -25, -2, -3, -11, 0.6, -14, -1

# A different layout for 2 compounds above.
compound | CHO parental Ca | M1 antag | M1 PAM parental | TAAR1 agonist | M1 ag | OXTR potentiate | M1 ag parental | CHO-K1 Ca antag | TAAR1 antag
COc1cc(NC(=O)c2ccccc2)c(OC)cc1NC(=O)CN1C(=O)N(C)C2(CCCCC2)C1=O | · | -4 | -2 | 1 | -1 | · | 1.3 | 1 | -13
C/C(=N\N1CCN(C2c3ccccc3-c3ccccc32)CC1)c1cccnc1 | -21 | -22 | 21 | 12 | 0 | -4 | 0.8 | -2 | -4

# (list continues)
# Values run as follows: CHO parental Ca, M1 antag, M1 PAM parental, TAAR1 agonist, M1 ag, OXTR potentiate, M1 ag parental, CHO-K1 Ca antag, TAAR1 antag
COCCCNC(=O)C1CC(=O)N(Cc2ccc(OC)cc2)C1 (stereo not given)
  20, 1, 4, -2, -2, -10, 0.4, -13, 5
CCOC(=O)[C@@H]1[C@H]2COc3ccccc3[C@@H]2N2C(=O)N(c3ccc(Br)cc3)C(=O)[C@@]12C
  ·, -27, 19, 1, -4, ·, 0.4, -20, -19
Cc1cccc(/C(N)=N/OC(=O)c2cccs2)c1
  -6, -9, 22, 20, -3, -7, 3.2, -5, -22
C[C@@H]1CN([C@H](C)CO)S(=O)(=O)c2ccc(-c3cccc(C#N)c3)cc2O[C@H]1CN(C)C(=O)Nc1cc(F)ccc1F
  ·, -11, 1, 4, -8, ·, 1.6, -2, 4
O=C(CSCc1c(F)cccc1F)Nc1ccccc1
  -7, -10, -17, 5, -4, -2, 2.2, 10, 2
O=C(CSc1nc(Nc2ccccc2)nc(N2CCOCC2)n1)NC1CCCCC1
  -6, 0, -17, 2, 0, -11, 0.3, -10, -8
CSCC(=O)NCC1(N(C)Cc2ccccc2)Cc2ccccc2C1
  -12, -6, -8, 3, -5, -2, 0.5, -3, -7
CCOCc1nnc(NC(=O)c2cccs2)s1
  -3, -6, 18, 1, -3, -15, 10, 0, -6
C=CCOc1ccc(/C=N/NC(=O)c2cc3c(OC)cc(OC)cc3[nH]2)cc1
  -20, -3, 22, 7, -2, -13, 2.1, -9, 35
CC(=O)OCCNC(=O)Cn1cnc2c1c(=O)n(C)c(=O)n2C
  -6, -4, 10, 7, -2, -9, 0.7, 0, 1
Cc1ccc(C(C)C)c(OCC(O)CN2CC(C)OC(C)C2)c1 (stereo not given)
  -13, -2, 2, 18, -6, -2, 0.6, -14, -11
COC(=O)c1sc(S(=O)(=O)N2CCC(C)CC2)c(C(=O)OC)c1C
  -14, 11, 2, 23, -5, -1, -0.1, 8, 4
COc1ccc([C@H]2/C=C\CN(S(=O)(=O)/C=C/c3ccccc3)[C@@H](C)C(=O)N2Cc2ccc(F)cc2)cc1
  -23, -1, 5, 6, -1, -6, 0.7, -8, 23
COc1cccc(C#Cc2ccc3c(c2)O[C@H](CN(C)C)[C@@H](C)CN([C@@H](C)CO)S3(=O)=O)c1
  ·, 3, -3, 5, -6, ·, 0.6, 2, -12
Cn1c(=O)c2c(-c3ccccc3F)c3c(nc2n(C)c1=O)-c1ccccc1C3O (stereo not given)
  -9, -11, 16, 3, -4, 6, 0.1, -5, 0
O=C(O)c1ccccc1Oc1ccc(Oc2ccccc2)cc1
  3, -17, 8, 0, -4, -15, 0.4, 1, -7
C=CCn1c(C(C)NC(=O)CC)nc2ccccc21 (stereo not given)
  8, -5, 21, 13, -1, -7, 0.4, -13, -1
CCCCN(CCCC)CCNC(=O)CN1C(=O)CSc2ccc(S(=O)(=O)N3CCOCC3)cc21
  -15, 87*, 7, -1, -6, 2, 0.2, -13, -19
C=CC[C@@H](CC(=O)N(CCO)Cc1ccccc1)C(=O)N[C@H](COC(=O)[C@@H](CC=C)Cc1ccc(F)cc1)C(C)(C)C
  -9, -6, 11, 7, -5, -9, -0.2, -6, 19
CC(C)[C@H](NC(=O)N1c2ccccc2NC(=O)[C@@H]1C(C)C)C(=O)N1CCC[C@H]1C(=O)O
  0, 2, 19, 1, -3, 3, 0.1, -10, -8
CCCN1C2CCCC1CC(NC(=S)Nc1cc(C)ccc1C)C2 (stereo not given)
  -7, 2, -5, 2, -6, -2, 0.1, -1, -18
O=C(OC(C(=O)NCc1ccc2c(c1)OCO2)c1ccccc1F)c1ccco1 (stereo not given)
  -5, -11, 18, 5, -1, -14, 3.4, -8, -4
COCCn1c(=O)[nH]c2cc(C(=O)NCCN3CCN(c4ccccc4F)CC3)ccc2c1=O
  -14, 7, -2, 3, -4, 6, 0.3, -7, -14
